From PubChem
GLP1R cytotox: cytotoxicity counter-screen for GLP-1 receptor inverse agonists. HEK293 cAMP-luciferase reporter cells, luminescence, 24 h. Potency, µM (titrated, usually from 38.3 µM), without a hit: top-dose activity change, negative = inhibition, actives largely listed as inhibitors. 410,000 compounds, 0.13% hits. AID 624418;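 further: loss of luciferase light is scored as toxicity; potency means the concentration at half of the fitted maximal effect; on the % scale 0 is the no-effect control and ±100 the full control effect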
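Quantitative HTS format, 1536 wells, 200 cells/uL seeded. Compounds: 23 nL, 24 h, 37 °C. Detection: luciferase reagent, luminescence at 12 min RT; decreased signal taken as cytotoxic.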
Mm-Cpn inhibitor: blocks the Methanococcus maripaludis chaperonin Mm-Cpn; 330,000 compounds, 0.031% hits; AID 504842; Potency, µM (series often up to 76.9 µM), inactives show at the top dose activity, negative = inhibition, hits mostly inhibitors; purified Mm-Cpn ATPase, ADP Transcreener TR-FRET; further: potency means the concentration at half of the fitted maximal effect; on the % scale 0 is the no-effect control and ±100 the full control effect; nearly all actives have a fitted effect of over 80% in size
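ATPase read-out: TR-FRET ADP immunoassay (anti-ADP Eu cryptate vs ADP-d2), ex 320 nm, em 590/665 nm; signal drops as ADP forms. Enzyme 25 nM, ATP 10 uM, 30 min at 37°C after 10 min compound preincubation.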
PTHR1 agonist: PTHR1 (human) receptor agonism | HEK293 GP2 PTHR1 cells, GloSensor cAMP luminescence, 1 h | Potency, µM (titrated, usually from 115 µM), inactives show at the highest dose activation, actives largely listed as activators | AID 743266 | Q03431 | 410,000 compounds, 0.075% hits; further: potency means the concentration at half of the fitted maximal effect; nearly all actives have a fitted effect of over 55% in size; some results filed as inactive show a strong effect at the top dose; inactives centre near -15; many of its hits are not listed in these tables
Target sequence (Q03431 whole entry, looked up): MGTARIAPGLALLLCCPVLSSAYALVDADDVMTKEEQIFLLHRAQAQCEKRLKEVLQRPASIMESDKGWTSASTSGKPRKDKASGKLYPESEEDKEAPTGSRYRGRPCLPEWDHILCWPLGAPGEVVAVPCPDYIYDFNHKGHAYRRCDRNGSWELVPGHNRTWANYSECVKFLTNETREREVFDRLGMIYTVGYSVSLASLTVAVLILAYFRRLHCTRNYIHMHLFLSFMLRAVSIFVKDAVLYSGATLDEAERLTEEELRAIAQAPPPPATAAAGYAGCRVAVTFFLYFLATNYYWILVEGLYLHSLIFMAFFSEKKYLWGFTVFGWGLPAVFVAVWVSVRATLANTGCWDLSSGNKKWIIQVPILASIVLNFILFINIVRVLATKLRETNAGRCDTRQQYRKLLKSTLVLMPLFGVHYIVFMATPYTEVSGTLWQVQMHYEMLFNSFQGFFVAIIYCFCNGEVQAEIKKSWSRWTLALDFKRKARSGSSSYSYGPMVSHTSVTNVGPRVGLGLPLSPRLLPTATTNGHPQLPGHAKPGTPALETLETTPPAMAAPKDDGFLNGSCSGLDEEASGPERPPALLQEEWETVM
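HEK-293-derived GP2 cells expressing PTHR1 and a GloSensor cAMP reporter, 3,000/well, plated overnight, given luciferin plus IBMX (each 0.5 mM as added) for 1 h at 37 °C, then compound for 1 h at 37 °C. Luminescence was read after 15 min at room temperature.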
TDP43 rescue: inhibitors of TDP-43 toxicity in yeast; TDP-43 expressing yeast growth rescue, BacTiter-Glo, 24 h; Potency, µM (top dose mostly 46.1 µM), without a hit: at the top dose growth rescue (activation), hits mostly activators; AID 652104; 410,000 compounds, 1.8% hits; further: potency means the concentration at half of the fitted maximal effect; % of control where 0% means no effect; nearly all actives have a fitted effect of over 50% in size
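Yeast cells expressing TDP-43 under galactose induction are exposed to compounds for 24 hr at 30 deg C. BacTiter-Glo luminescence measures growth, so protective compounds score as activators.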
aSyn rescue: inhibitors of alpha-synuclein toxicity in yeast; 370,000 compounds, 0.14% hits; Potency, µM (highest dose often 46.1 µM), without a hit: at the top dose growth rescue (activation), actives largely listed as activators; AID 652106; Yeast expressing alpha-synuclein, growth rescue, BacTiter-Glo, 24 h; further: potency means the concentration at half of the fitted maximal effect; % of control where 0% means no effect; nearly all actives have a fitted effect of over 65% in size
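Galactose-induced alpha-syn yeast (OD600=0.02, raffinose-pregrown) + pinned cpd, 24 hr, 30 deg C; growth by BacTiter-Glo luminescence. Growth restoration scores as activation.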
GLP-1R inv ag: acts as inverse agonist at human GLP-1 receptor; P43220; HEK293 GLP-1R CRE-luciferase, luminescence, 24 h; GLP-1R form is constitutively active; Potency, µM (top dose mostly 38.3 µM), inactives show at the top dose activity change, negative = inhibition, hits mostly inhibitors; 410,000 compounds, 1.6% hits; further: potency means the concentration at half of the fitted maximal effect; on the % scale 0 is the no-effect control and ±100 the full control effect; nearly all actives have a fitted effect of over 55% in size
Target sequence (P43220 whole entry, looked up): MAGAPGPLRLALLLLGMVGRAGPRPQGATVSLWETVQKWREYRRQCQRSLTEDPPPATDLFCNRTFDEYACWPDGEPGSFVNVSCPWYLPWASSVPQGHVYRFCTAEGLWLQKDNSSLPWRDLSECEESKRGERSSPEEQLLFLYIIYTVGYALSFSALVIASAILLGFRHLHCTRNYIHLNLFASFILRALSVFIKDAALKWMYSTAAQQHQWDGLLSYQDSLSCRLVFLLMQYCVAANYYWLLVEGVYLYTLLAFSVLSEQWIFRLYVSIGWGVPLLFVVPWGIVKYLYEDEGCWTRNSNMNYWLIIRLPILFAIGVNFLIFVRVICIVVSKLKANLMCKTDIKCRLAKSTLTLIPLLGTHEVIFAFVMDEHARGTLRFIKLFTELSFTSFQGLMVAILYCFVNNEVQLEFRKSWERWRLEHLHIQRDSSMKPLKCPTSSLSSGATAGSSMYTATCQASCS
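Stable HEK293 clone (constitutively active GLP-1R + cAMP-response luciferase); 200 cells/uL plated, 12 h pre-culture, compound 24 hr, 37 deg C/5% CO2; detection reagent 12 min RT; luminescence.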
Abeta rescue: A-beta toxicity reversal in yeast. AID 1347071. 410,000 compounds, 0.063% hits. Potency, µM (highest dose often 46.1 µM), inactives show top-dose growth rescue, most hits filed as activators. yeast expressing A-beta42, growth rescue, OD600, 48 h; response scale: 0% DMSO, 100% iron-clioquinol control; further: potency means the concentration at half of the fitted maximal effect; nearly all actives have a fitted effect of over 55% in size
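Yeast growth medium received pinned compounds, then yeast cells expressing toxic A-beta were added; plates incubated at 30 C for 48 hr. Growth read as absorbance at 600 nm, normalized to DMSO and equimolar FeCl3 plus clioquinol controls.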
Akt phos inh: blocks phosphorylation of Akt; Neuro2A IGF-stimulated pAkt S473 HTRF, 20 min; stronger effect = lower value; activity change, % for hits at 50 µM; 360,000 compounds, 0.32% hits; in the data active means activity change below about -80%; inconclusive means mostly about -51% to -80%; further: on the % scale 0 is the no-effect control and ±100 the full control effect
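Neuro2A cells in DMEM with 0.5% FBS, overnight at 37 deg C, given compound at single 50 µM final, then IGF (6 nM final) for 20 min at 37 deg C. Lysed; phospho-Akt Ser473 by HTRF after 24 h, 665/615 ratio.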
FUS suppressor: suppressors of FUS proteinopathy in yeast; Potency, µM (doses to about 76.6 µM), for inactives: top-dose growth rescue (activation), most hits filed as activators; 390,000 compounds, 0.24% hits; S. cerevisiae FUS-expressing, growth rescue, OD600, 24 h;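 further: potency means the concentration at half of the fitted maximal effect; plate controls were DMSO vehicle for no effect and reference control for full effect; nearly all actives have a fitted effect of over 55% in size; some results filed as inactive show a strong effect at the top dose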
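Toxicity suppression screen in FUS-yeast. Cells induced with 2% galactose, starting OD 0.005, treated 24hr at 30C with compounds at multiple final concentrations; growth by OD600.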
* hit, by the source's call; i = inactive; ? = inconclusive; . = no result given; [ ] = another dose, or the depositor's remark. Unless noted, the call rests on the fitted dose curve; in most records, active means well fitted curve in the direction sought with a large enough effect; inconclusive means small, poorly fitted or top-dose-only effect, or another doubt; inactive means no such curve, though single readings can be large; an effect the other way counts as inactive or inconclusive.

Results follow in this order: GLP1R cytotox, Mm-Cpn inhibitor, PTHR1 agonist, TDP43 rescue, aSyn rescue, GLP-1R inv ag, Abeta rescue, Akt phos inh, FUS suppressor
CC(C)N(Cc1ccccc1)C(=S)NC1CCCCC1
    -22%, 2%, -16%, 22%, -5%, ?, 28%, i, 7%
Cc1nc(SCc2ccccc2F)c2oc3ccccc3c2n1
    5%, 2%, -7%, -19%, ?, 7%, -4%, i, -12%
Cc1c(C)n(Cc2ccc(Cl)cc2)c2ccc(C(=O)NCCN3CCOCC3)cc12
    -8%, 1%, -15%, -6%, 11%, 3.5µM*, 6%, i, 12%
COc1cccc(N2CCN(S(=O)(=O)c3ccc(-c4coc(C)n4)cc3)CC2)c1
    1%, -21%, -14%, 16%, 2%, -3%, ., i, 14%
O=C(c1ccc(Br)s1)N(Cc1cccnc1)c1nc2ccc(F)cc2s1
    5%, ., -25%, 23%, ., 5%, 8%, ., -18%
COc1cc(S(=O)(=O)N2CCOCC2)ccc1NC(=O)COC(=O)C12CC3CC(CC(C3)C1)C2
    -25%, 2%, i, 26%, 4%, 0%, 4%, i, -10%
O=C(N/N=C/c1cccnc1)c1cccc(NC(=O)c2ccccc2Cl)c1
    4%, 1%, -10%, -13%, -1%, -4%, -15%, i, -14%
CCC(=O)N/N=C(\C)CC(=O)Nc1ccc(F)cc1
    -11%, -3%, -11%, 7%, 27%, -4%, -9%, i, -23%
CCCc1cc(C(=O)NNC(=S)NC2CCCCC2)cs1
    -6%, 2%, -55%[inhibitor], 4%, -7%, ?, ?, i, 22%
C=CCn1c(SCC(=O)Nc2c(C)n(C)n(-c3ccccc3)c2=O)nc2sc(C)c(-c3ccccc3)c2c1=O
    -3%, -1%, -15%[57.5 µM], -11%, 13%, 3.2µM*, 10%, i, 15%

(cont.)
Results follow in this order: GLP1R cytotox, Mm-Cpn inhibitor, PTHR1 agonist, TDP43 rescue, aSyn rescue, GLP-1R inv ag, Abeta rescue, Akt phos inh, FUS suppressor
CC1CN(C(=O)COC(=O)COc2ccc(C#N)cc2)CC(C)O1 (stereo not given)
    12%, 0%, i, 10%, -2%, 1%, 3%, i, -2%
Cn1c(SCC(=O)NC(=O)Nc2ccccc2)nnc1-c1ccncc1
    -3%, 1%, -3%, -8%, -9%, 5%, 9%, i, 5%
Cc1cc(C)c(NC(=O)Cn2ncc3ccccc32)c(C)c1
    10%, 0%, i, 14%, 2%, 33%[activator], 5%, i, 5%
C[C@H](CO)N1C[C@H](C)[C@@H](CN(C)S(=O)(=O)c2cn(C)cn2)OCc2cnnn2CCCC1=O
    -21%, ., -10%, 17%, 0%, 9%, 8%, i, -30%
CCCCN1C(=O)CC(C(=O)O)C1c1ccc(OC)cc1 (stereo not given)
    1%, -1%, i, -4%, -5%, 4%, -14%, i, 4%
O=C(CC[C@H]1O[C@@H](n2ccc(=O)[nH]c2=O)[C@H](O)[C@@H]1O)NCCN1CCOCC1
    10%, ., -16%, 12%, -1%, 25%, 1%, i, -6%
CCOC(=O)c1cn(Cc2ccc(C)cc2)nn1
    -1%, 0%, i, 16%, -9%, 8%, -8%, i, 3%
CCn1ncc(Br)c1C(=O)NC(C)c1ccccc1 (stereo not given)
    2%, 0%, -14%[57.5 µM], 18%, 3%, -4%, 7%, i, -16%
COc1cc(/C=N/N2CCOCC2)ccc1OCc1ccc(Cl)cc1
    0%, 4%, -8%, 11µM*, -1%, ?, 7%, i, -13%
COc1ccc(OCC(=O)Nc2c3c(nn2-c2ccccc2)CS(=O)(=O)C3)cc1
    -3%, 2%, i, 6%, 0%, 43%[activator], 5%, i, -3%

3 compounds out of the list above, sorted by their value in GLP-1R inv ag, falling.
compound	Mm-Cpn inhibitor	PTHR1 agonist	GLP-1R inv ag	Akt phos inh
C[C@H](CO)N1C[C@H](C)[C@@H](CN(C)S(=O)(=O)c2cn(C)cn2)OCc2cnnn2CCCC1=O	.	-10%	9%	i
CCOC(=O)c1cn(Cc2ccc(C)cc2)nn1	0%	i	8%	i
Cn1c(SCC(=O)NC(=O)Nc2ccccc2)nnc1-c1ccncc1	1%	-3%	5%	i

Later entries.
Results follow in this order: GLP1R cytotox, Mm-Cpn inhibitor, PTHR1 agonist, TDP43 rescue, aSyn rescue, GLP-1R inv ag, Abeta rescue, Akt phos inh, FUS suppressor
Cc1ccccc1NC(=O)c1cccc2nc3ccccc3nc12
    -10%, 3%, i, -1%, 9%, 61%[activator], 3%, i, -10%
O=C1C2C(c3ccccc3)CC=CC2[C@H](c2cccc([N+](=O)[O-])c2)N1Cc1ccccc1 (stereo not given in full)
    3%, 1%, -50%[inhibitor], 7%, 1%, 10µM*, -6%, i, 13%
CCOc1ccccc1NC(=O)NCc1ccco1
    16%, 1%, -24%, -5%, -2%, -4%, 0%, i, -5%
Cc1c(C(=O)OC(C)C)[nH]c2c1C(=O)CCC2
    5%, 2%, i, -2%, -7%, 46%[activator], 5%, i, -12%
Cc1csc(NC(=O)CSc2nnc3ncccn23)n1
    5%, -13%, -29%, -8%, -3%, 51%[activator], -3%, i, 13%
Cc1c(C(=O)NCC(c2ccco2)N(C)C)oc2c(Cl)cccc12 (stereo not given)
    19%, 0%, -10%, 20%, -2%, ?, 9%, i, 13%
Cc1ccc2c(c1)N(CC(=O)N1CCOCC1)C(=O)CO2
    -3%, 0%, -13%, -5%, -3%, 17%, 1%, i, -14%
Cn1c(N)c(C(=O)CSc2ncn[nH]2)c(=O)n(C)c1=O
    33%, 0%, ?, -14%, 0%, 31%[activator], -13%, i, 18%
COc1ccc(Nc2nnc(SCC3CCCCO3)s2)cc1 (stereo not given)
    -7%, 1%, -31%[inhibitor], 11µM*, -18%, ?, 5%, i, -14%
CCOc1ccccc1NC(=O)Nc1ccon1
    3%, 1%, 1%, 22%, -4%, -2%, -10%, i, 17%

(further entries)
Results follow in this order: GLP1R cytotox, Mm-Cpn inhibitor, PTHR1 agonist, TDP43 rescue, aSyn rescue, GLP-1R inv ag, Abeta rescue, Akt phos inh, FUS suppressor
Cc1cc(C)cc(OC(=O)COc2ccccc2C)c1
    -5%, 1%, -10%, -15%, 5%, 10%, 2%, i, 9%
O=C(Nc1ccc(S(=O)(=O)Nc2cnc3ccccc3n2)cc1)c1ccc([N+](=O)[O-])cc1Cl
    16%, 1%, -28%, -1%, -11%, 7%, 3%, i, -21%
C#CCOCCOCCOCCNc1nc(N2CCN(C(=O)Cn3cc(CCO)nn3)CC2)nc(N2CCN(C(=O)[C@H]([C@@H](C)CC)n3cc(CCCN=C(N)N)nn3)CC2)n1
    10%, ., -19%, 8%, -7%, 1%, -1%, i, 3%
COc1ccccc1CCN1CCCC(CN(C)C(=O)c2ccc3nc[nH]c3c2)C1 (stereo not given)
    11%, 1%, -21%, 13%, -7%, -11%, -9%, i, .
CCc1ccc(NC(=O)CSc2nnc(CNC(=O)c3ccco3)o2)cc1
    -5%, 4%, -22%, 6%, 2%, 14%, 17%, i, -4%
CCN1CCN(C(=O)c2cc3c(s2)-c2c(C)cccc2OC3)CC1
    3%, -10%, i, -1%, 11%, ?, -19%, i, -17%
O=C(CN1CCN(S(=O)(=O)c2ccc3ccccc3c2)CC1)Nc1ccc(N2CCOCC2)cc1
    4%, 0%, -7%, 0%, 0%, 25%, -12%, i, 8%
O=C(COc1ccccc1F)NNC(=O)c1ccc2c(=O)n3c(nc2c1)CCC3
    -4%, -1%, i, 6%, 1%, 6%, -6%, i, 4%
Cc1n[nH]c(=O)c2c(NC(=O)CSc3nnc(-c4ccco4)n3C)oc(C)c12
    -10%, -1%, i, 8%, -2%, -8%, -3%, i, -28%
CC(C)c1ccc(S(=O)(=O)Nc2ccc(N3CCOCC3)cc2)cc1
    -2%, -1%, -2%, 15%, 6%, -28%, 24%, i, 25%

Carrying on:
Results follow in this order: GLP1R cytotox, Mm-Cpn inhibitor, PTHR1 agonist, TDP43 rescue, aSyn rescue, GLP-1R inv ag, Abeta rescue, Akt phos inh, FUS suppressor
COc1ccc(NC(=O)CSc2n[nH]c(C)c2[N+](=O)[O-])cc1
    -8%, 0%, ?, 1%, 15%, -29%, -8%, i, 15%
Cn1cc(C(=O)c2ccc(Cl)cc2)cc1-c1nc2ccccc2n1C
    -4%, -6%, -38%[inhibitor], 0%, -23%, ?, -63%[inhibitor], i, 29%
O=C(NC1CCN(C(=O)Nc2cccc(Cl)c2)CC1)c1ccccc1
    3%, 3%, -21%, -10%, 4%, -13%, 3%, i, -22%
CC(=O)N1CCN(c2ccccc2NC(=O)COc2cc(C)cc(C)c2)CC1
    1%, 4%, i, 9%, 10%, -15%, 1%, i, 28%

Structures above containing a thiophene ring, fused or not, in the order listed:
Results follow in this order: GLP1R cytotox, Mm-Cpn inhibitor, PTHR1 agonist, TDP43 rescue, aSyn rescue, GLP-1R inv ag, Abeta rescue, Akt phos inh, FUS suppressor
O=C(c1ccc(Br)s1)N(Cc1cccnc1)c1nc2ccc(F)cc2s1
    5%, ., -25%, 23%, ., 5%, 8%, ., -18%
CCCc1cc(C(=O)NNC(=S)NC2CCCCC2)cs1
    -6%, 2%, -55%[inhibitor], 4%, -7%, ?, ?, i, 22%
C=CCn1c(SCC(=O)Nc2c(C)n(C)n(-c3ccccc3)c2=O)nc2sc(C)c(-c3ccccc3)c2c1=O
    -3%, -1%, -15%[57.5 µM], -11%, 13%, 3.2µM*, 10%, i, 15%
CCN1CCN(C(=O)c2cc3c(s2)-c2c(C)cccc2OC3)CC1
    3%, -10%, i, -1%, 11%, ?, -19%, i, -17%

A portion of the library, so the mix of outcomes need not match the whole.
